Screens deposited in PubChem by Small Molecule Screening Facility, UW Madison.
PriA SSB inh: inhibitors of Klebsiella pneumoniae PriA binding to SSB C-terminal tail, primary screen, biochemical, AlphaScreen; AlphaScreen SSBct-PriA binding, biotinylated peptide; 430,000 tested, 0.6% active; inhibition, % at 33 µM; PriA–SSB C-terminal tail interaction (Klebsiella pneumoniae); AID 1272365, 2023; in the data active = inhibition mostly above about 37%, no sharp cut-off; inactive = mostly below about 20%;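 note: plate controls were negative control peptide for no effect and reference peptide for full effect; strong numbers were not always called active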
* = called active by the depositor; & = joins results of further samples. This is a subset, so the mix of outcomes need not match the whole.

Sample of the layout:
compound | PriA SSB inh
COC(=O)c1ccc(NC(=O)C(=O)NCC2CCN(Cc3ccccc3SC)CC2)cc1 | 3
O=C(Cc1cccs1)N1CCC(n2c(=O)[nH]c3ccc(F)cc3c2=O)CC1 | -4
O=C(COc1ccccc1)NCCn1ncc2c(N3CCN(c4ccccc4)CC3)ncnc21 | 6

The list itself (from the top)
compound | PriA SSB inh
COC(=O)c1ccc(NC(=O)C(=O)NCC2CCN(Cc3ccccc3SC)CC2)cc1 | 3
O=C(Cc1cccs1)N1CCC(n2c(=O)[nH]c3ccc(F)cc3c2=O)CC1 | -4
O=C(COc1ccccc1)NCCn1ncc2c(N3CCN(c4ccccc4)CC3)ncnc21 | 6
O=C(Cc1csc(Nc2cccc(Cl)c2)n1)NC1CC1 | 2
Cn1nccc1C(=O)N(Cc1ccccc1)c1nc2ccc(F)cc2s1 | -7
O=C(c1cccnc1)N1CCN(C[C@H](O)C2CC2)CC1 | -9
CCCCOc1ccc(C(=O)NC[C@H](OC)c2cccc(F)c2)cc1 | -13
O=C(CSc1ncc(CO)n1Cc1ccc(Cl)cc1)NCc1ccccc1Cl | 5
O=S(=O)(Cc1ccccc1)Nc1ccc(-c2cnc3n2CCC3)cc1 | -2
CS(=O)(=O)c1ccc(NC(=O)C2CCN(c3cc(C4CC4)ncn3)CC2)cc1 | -12
COc1ccc(NC(=O)CCn2cnc3c(cnn3C(C)(C)C)c2=O)c(OC)c1 | -2
COC(=O)c1ccc(NC(=O)C(=O)NC[C@H](O)c2ccc(SC)cc2)cc1 | -5
CCc1ccc(N2C(=O)C3N=NN(c4ccccc4)C3C2=O)cc1 (stereo not given) | -8
CCOc1ccccc1C(=O)NCc1cc(-c2ccncc2)n(C)n1 | -4
Oc1ccc(Cl)cc1C=Nc1nccs1 | 12
CCCCN1C(=O)CCc2cc(NC(=O)c3cc4ccccc4oc3=O)ccc21 | -3
O=C(NNC(=O)c1cccn(Cc2cccc(F)c2)c1=O)Nc1cccs1 | -10
Cc1ccc(Cc2cnc(NC(=O)CN3C(=O)S/C(=C\c4ccc(Cl)cc4Cl)C3=O)s2)cc1 | -16
COc1ccccc1NC(=O)CSc1ccc(-c2sc(-c3cccnc3)nc2C)nn1 | 1
Cc1cc(CCNC(=O)COc2ccccc2F)on1 | -3

A draw from above in order of formula weight, high to low:
compound | PriA SSB inh
CCOc1ccccc1C(=O)NCc1cc(-c2ccncc2)n(C)n1 | -4
Cc1cc(CCNC(=O)COc2ccccc2F)on1 | -3
Oc1ccc(Cl)cc1C=Nc1nccs1 | 12

Other compounds.
compound | PriA SSB inh
Cc1nnsc1C(=O)NCc1cc(-c2ccc3c(c2)OCO3)on1 | -6
Cn1cccc1C(CNC(=O)C1CC1)N1CCc2ccccc2C1 (stereo not given) | -5
COc1ccc(C=NNC(=O)c2cccc(C(=O)NN=Cc3ccc(OC)c(OC)c3)n2)cc1OC | -10
CC(C)c1ccc(NC(=O)NC2CC(=O)N(c3cccc(F)c3)C2)cc1 (stereo not given) | -2
CON=CC(=NNc1ccc(OC)cc1)C(=O)c1ccccc1 | -3
COc1ccc(OC)c(C=NNC(=O)CN2CCSCC2)c1 | -14
O=C(Nc1cc(Cl)ccc1Cl)C1CCN(S(=O)(=O)c2cccs2)CC1 | 10
O=C(Cn1cnc2ccccc2c1=O)N1CC(n2cc(-c3ccccc3)nn2)C1 | -6
Cc1cc2ncc(CCCNC(=O)c3ccc(S(=O)(=O)N4CCCC4)cc3)cn2n1 | 3
CC(C)c1ccc2c(c1)sc(=NC(=O)c1ccn(C)n1)n2C | 2
CC(Cn1cnc([N+](=O)[O-])n1)=NNC(=O)c1ccccc1O | -27
O=c1[nH]c(SCc2nc(-c3ccc(F)cc3)no2)nc2ccsc12 | -5
C/C(C=Nn1c(-c2ccco2)n[nH]c1=S)=C\c1ccco1 | -3
COc1ccc(C=NNC(=S)Nc2ccccc2)cc1COc1ccc(F)cc1 | -15
Cc1ccc(NC(=O)C(=O)NCC2CCN(Cc3cccs3)CC2)cc1 | -31
C[C@](O)(CN)C1CC1 | -27
O=C(NCCn1ccnc1C1CC1)Nc1ccccc1Cl | -3
COc1ccccc1N1CCN(c2ccnc(SCC(=O)Nc3ccc4c(c3)OCCO4)n2)CC1 | 5
COC(CNC(=O)C(=O)Nc1ccc(C(F)(F)F)cc1)c1ccccc1Cl (stereo not given) | -21
COc1ccc(NS(=O)(=O)c2ccc([N+](=O)[O-])cc2)cc1N1CCCC1=O | 5
COC(CNC(=O)C(=O)Nc1cc(F)ccc1F)c1ccco1 (stereo not given) | -2
COc1cc(C=NNC(=S)Nc2cccc(S(=O)(=O)N(C)C)c2)ccc1O | 20
COc1ccc2sc(N(Cc3cccnc3)C(=O)Cc3cc(C)ccc3C)nc2c1 | 19
O=C(NCC1CCN(C(=O)c2ccncc2)CC1)c1c(F)cccc1Cl | 2
Cc1ccc(-c2csc(Cc3nc(-c4ccc(C)cc4)cs3)n2)cc1 | -12
O=C(Nc1ccc(-c2cnc3n2CCC3)cc1)c1ccc2ncsc2c1 | 3
Cc1ccc(S(=O)(=O)Nc2ccc3c(c2)CCC(=O)N3C)s1 | -4
COc1ccc(OCC(=O)NN=C2CCc3ccccc32)cc1 | -14
c1nc(N2CCN(Cc3ccc4c(c3)OCO4)CC2)c2c3c(sc2n1)CCCC3 | 9
Cc1ccc(S(=O)(=O)N=C(Nc2ccc(S(=O)(=O)Nc3nccs3)cc2)c2ccccc2)cc1 | 9

As entered above.
`COC(=O)c1ccc(NC(=O)C(=O)NC[C@H](O)c2ccc(SC)cc2)cc1` in PriA SSB inh: -5
`COC(CNC(=O)C(=O)Nc1ccc(C(F)(F)F)cc1)c1ccccc1Cl` (stereo not given) in PriA SSB inh: -21
`COc1ccc(NC(=O)CCn2cnc3c(cnn3C(C)(C)C)c2=O)c(OC)c1` in PriA SSB inh: -2

(next part)
compound | PriA SSB inh
CN1CCN([C@@H](CNC(=O)C(=O)NC2CC2)c2cccn2C)CC1 | -21
COc1cccc(S(=O)(=O)Nc2ccccc2OC)c1 | -10
O=C(NN=Cc1ccccn1)c1ccc([N+](=O)[O-])cc1Cl | -3
O=S(=O)(Nc1cccc(Cl)c1)c1cccc2c(S(=O)(=O)Nc3cccc(Cl)c3)cccc12 | -10
CCn1c(NC(=O)c2ccco2)c(-c2ccc(OC)cc2)c(=O)c2ccccc21 | 9
COc1ccccc1C=NNS(=O)(=O)c1ccccc1 | -10
CCOC(=O)N1CCN(C(=O)COc2coc(CN3CCc4ccccc43)cc2=O)CC1 | -1
Cc1cnc(NC(=O)C2(c3ccccc3)CCCC2)s1 | -4
Cn1c(-c2ccccn2)nn(Cc2ccccc2C#N)c1=O | -14
CC(C)(C)c1ccc(S(=O)(=O)Nc2ccc3c(c2)OCCO3)cc1 | 7
CSc1nc2ccc(NC(=O)c3ccc([N+](=O)[O-])o3)cc2s1 | -6
Cn1cc(CC(=O)Nc2ccccc2Cc2nc(-c3cccs3)no2)c2ccccc21 | -5
Cn1ccc(C(=O)N(CCN2CCOCC2)c2nc3ccccc3s2)n1 | -2
Cc1ccccc1-n1c(O)c(C=CC=Nc2ccccc2)c(=O)[nH]c1=O | 5
COc1ccc(-c2cn3cccnc3n2)cc1NC(=O)Nc1cccc(Cl)c1 | 11
Cc1ccc(-n2nnnc2CNC(=O)COc2ccc(Cl)cc2Cl)cc1C | -7
COc1cccc(S(=O)(=O)NCC(=O)Nc2ccc3sc(C)nc3c2)c1 | -10
O=C(CSc1nc2sc3c(c2c(=O)n1-c1ccccc1)CCC3)Nc1nc(-c2ccccc2)ns1 | -4&0
COc1ccc(-c2cc3c(=O)[nH]nc(SCc4ccc(C)cc4)n3n2)cc1 | 1
CN(C)S(=O)(=O)c1ccc(-c2nnc(NC(=O)Cc3ccc(F)cc3)o2)cc1 | -1
O=C(Nc1ccc2c(c1)OCO2)N[C@H]1CCN(c2ccc(C(F)(F)F)cn2)C1 | 4
COC(=O)c1cc(Nc2ccc(C(C)C)cc2)c2ccccc2n1 | -22
O=C(CCc1ccc(Cl)c(F)c1)N[C@H](c1cccnc1)C1CCOCC1 | -8
CS(=O)(=O)N1CCC(C(=O)N2CCC(c3ccccc3)C2)CC1 (stereo not given) | -12
COc1ccc(NC=C2CCOC2=O)cc1 | -1
COc1ccc(C(C)NC(=O)CCc2nnc3ccc(-c4ccc(C)c(C)c4)nn23)cc1OC (stereo not given) | -22
COc1ccc(C(O)CNC(=O)C(=O)NC2CCCC2)cc1OC (stereo not given) | -21
COc1ccc(NC(=O)Cn2cc(OCc3ccccc3F)c(=O)cc2CO)c(OC)c1 | 5
CCc1ccccc1N1C(=O)N(Cc2ccc(OC)c(F)c2)c2ccccc2S1(=O)=O | 5
O=[N+]([O-])c1ccc(-c2ccc(-c3nnc(-c4ccco4)o3)o2)c(Cl)c1 | -3
Cn1ccnc1S(=O)(=O)C1CCN(C(=O)N2CCNC2=O)CC1 | -6
CC(C)CCN1C(=O)C(C)(C)COc2cc(NC(=O)Cc3ccsc3)ccc21 | -8
CCc1cccc2sc(N(CCN3CCOCC3)C(=O)c3cccc(S(=O)(=O)CC)c3)nc12 | 5
CC(=O)C(=NNc1ccc(C)cc1)Sc1nncn1C | -8
O=C(CCn1cnc2c(cnn2-c2ccc(F)cc2)c1=O)N1CCOCC1 | -4
C[C@](O)(CNC(=O)C1CCN(S(C)(=O)=O)CC1)c1ccc2c(c1)OCO2 | -14
CCOC(=O)c1c(-c2ccc(F)cc2)csc1NC(=O)CSc1nc2scc(-c3ccco3)c2c(=O)n1-c1ccccc1 | -5
O=C1NC(=S)C(=C2CCCC2)S1 | 8
O=C(Nc1nc(CN2CCc3ccccc3C2)cs1)c1cc2ccccc2o1 | -1
O=C(NC[C@H](O)c1ccc(C(F)(F)F)cc1)c1ccc(Br)o1 | -4
Cc1sc(NC(=O)/C=C/c2cccs2)c(C#N)c1C | -12
Cc1cc(CCC(=O)N2CCc3ncncc3C2)ccc1F | -13
O=C(O)C1CCCN(S(=O)(=O)C2CC2)C1 (stereo not given) | -2
COc1ccc(-c2ccc(N3CCN(S(=O)(=O)c4cccs4)CC3)nn2)cc1OC | 16
COc1ccc(C(N)=NOC(=O)c2cccs2)cc1 | -7
COc1ccc(CCS(=O)(=O)NCC(O)(c2ccco2)C2CC2)cc1 (stereo not given) | -13
Cc1cc(C)n2nc(SCC(=O)Nc3ccccc3[N+](=O)[O-])nc2n1 | 0
COc1ccc(OC)c(N2CCN(CC(=O)NCCc3ccncc3)C2=O)c1 | -11
Cc1cc(S(=O)(=O)NCc2ccc3c(c2)OCO3)c(Cl)cc1Cl | 2
Cn1cc(S(=O)(=O)N(Cc2ccoc2)Cc2cccs2)cn1 | -6

Three successive entries already listed, for reference:
compound | PriA SSB inh
Cc1sc(NC(=O)/C=C/c2cccs2)c(C#N)c1C | -12
Cc1cc(CCC(=O)N2CCc3ncncc3C2)ccc1F | -13
O=C(O)C1CCCN(S(=O)(=O)C2CC2)C1 (stereo not given) | -2

(continued)
compound | PriA SSB inh
O=C(NCc1ccc(Cl)cc1)NC[C@H](O)c1ccc2c(c1)CCO2 | -11
O=C(NCC1CCN(C2CCCC2)CC1)C(=O)Nc1ccc(F)cc1F | -9
O=C(Cn1nnc2ccccc21)NC1CCN(c2ccccn2)C1 (stereo not given) | 3
COC(=O)c1ccc(C(=O)Nc2cnc3cc(C)nn3c2)cc1 | -23
Cc1ccc(C=NNC(=O)c2cccc(S(=O)(=O)Nc3ccccc3Cl)c2)o1 | 0
CCOc1ccc2nc(NC(=O)Cc3ccc4c(c3)OCO4)sc2c1 | -21
CCCC(=O)Oc1c(Cl)cc(N(C(=O)CCC)S(=O)(=O)c2ccc(C)cc2)cc1Cl | 2
O=C(NCCn1ccc(C(F)(F)F)n1)Nc1cccs1 | -15
CCC(C)Nc1nc2c(C)cccn2c(=O)c1C=Nc1ccc([N+](=O)[O-])cc1Cl (stereo not given) | -5
CN(C)c1ccc(C(=O)NCC2(c3cccs3)CCCC2)cc1 | 9
COc1cccc(C=NNc2nnc3c(n2)[nH]c2ccccc23)c1OC | -11
COc1ccccc1NC(=O)CCc1csc2nc(-c3ccccc3)cn12 | -7
COc1ccc(OC)c(-c2cc(C(=O)NCCC(O)c3cc(C)oc3C)n(C)n2)c1 (stereo not given) | -30
O=S(=O)(NCCC1=CCCCC1)c1cccc2cnccc12 | 3
COc1ccc(C2(CNC(=O)NCCOc3ccccc3)CCOCC2)cc1 | -12
COc1cc([N+](=O)[O-])cc2sc(NC(=O)Cc3ccc(C)cc3C)nc12 | 10
O=C(COc1ccc(F)cc1)NCc1nnnn1C1CCCCC1 | -2
Cc1ccc(C)c(N2CC(O)(c3cccs3)[N+]3=C2SCCC3)c1 (stereo not given) | -5
COCCNC(=O)Cc1cn(Cc2ccc(F)cc2)c2ccccc12 | -29
O=C(CSc1ccccc1)Nc1nc(-c2ccccn2)cs1 | -20
COc1cccc(-c2nc(CCN)no2)c1OC | -2
Cc1cc(NC(=O)C(C)C)nc2c1c(=O)oc1ccccc12 | -1
Cc1ccc2nc(C3CN(C(=O)C4(c5ccccc5)CCOCC4)C3)[nH]c2c1 | -4
O=C(c1ccccc1Br)N1CCC(Oc2nc3ccccc3s2)CC1 | -2
CCOC(=O)NN=C(C)c1ccc(C)o1 | -6
Cc1occc1C(=O)NN=Cc1cccc2ccccc12 | 9
O=C(Cn1c(=O)oc2ccccc21)N(Cc1ccccn1)c1nc2c(F)cccc2s1 | 11
Nc1nc(SCC(=O)NCc2ccccc2)ncc1S(=O)(=O)c1cccs1 | -6
CC(C)C(=O)N1CCCc2ccc(NC(=O)C(=O)NCCc3ccc(S(N)(=O)=O)cc3)cc21 | -18
